L3MBTL1 block = L3MBTL1 (human) inhibition. Q9Y468. AlphaScreen L3MBTL1–H3K9me1 peptide binding. Potency, µM (doses to about 57.1 µM), for the others: top-dose activity, negative = inhibition, actives largely listed as inhibitors. actives 0.66% (n = 230,000). AID 485360; active = well fitted inhibition curve with a large enough effect; inconclusive = small, poorly fitted or top-dose-only effect; inactive = no such curve, though single readings can be large or run the other way; note: nearly all actives have a fitted effect of over 60% in size
Target sequence (Q9Y468 whole entry, looked up): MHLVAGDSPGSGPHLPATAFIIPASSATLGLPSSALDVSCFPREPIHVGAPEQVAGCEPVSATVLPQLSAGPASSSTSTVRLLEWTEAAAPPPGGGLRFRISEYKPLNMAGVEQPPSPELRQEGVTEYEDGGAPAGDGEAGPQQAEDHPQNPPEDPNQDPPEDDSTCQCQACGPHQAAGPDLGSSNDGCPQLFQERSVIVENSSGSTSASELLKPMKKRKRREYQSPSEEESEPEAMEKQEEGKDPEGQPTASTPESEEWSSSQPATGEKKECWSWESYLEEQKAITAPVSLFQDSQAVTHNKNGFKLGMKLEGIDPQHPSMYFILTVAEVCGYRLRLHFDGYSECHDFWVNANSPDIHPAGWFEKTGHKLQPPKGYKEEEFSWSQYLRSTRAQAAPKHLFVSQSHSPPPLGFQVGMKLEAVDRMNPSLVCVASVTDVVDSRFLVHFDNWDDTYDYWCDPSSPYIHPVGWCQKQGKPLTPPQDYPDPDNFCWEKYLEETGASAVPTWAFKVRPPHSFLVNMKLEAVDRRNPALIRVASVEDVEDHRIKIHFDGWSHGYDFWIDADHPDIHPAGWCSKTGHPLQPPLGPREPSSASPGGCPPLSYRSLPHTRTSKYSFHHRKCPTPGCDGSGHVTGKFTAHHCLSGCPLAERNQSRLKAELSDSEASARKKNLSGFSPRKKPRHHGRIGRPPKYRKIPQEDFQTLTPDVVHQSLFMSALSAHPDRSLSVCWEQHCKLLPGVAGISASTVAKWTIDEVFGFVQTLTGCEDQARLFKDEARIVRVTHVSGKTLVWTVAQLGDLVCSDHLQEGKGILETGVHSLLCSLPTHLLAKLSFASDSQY
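AlphaScreen proximity signal between nickel-chelate acceptor and streptavidin donor beads (final 10 ug/mL) reports binding of 50 nM L3MBTL1 to 75 nM biotin-H3 K9me1 peptide; complex incubated with compounds 30 min at room temperature; cefsulodin titration as control.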
* = called active by the depositor; u = inconclusive; [ ] = dose if it differs, or a comment. % is set by controls: 0 for no effect and ±100 for the full control effect; potency is the fitted concentration of half-maximal effect. The list is partial, so the mix of outcomes need not match the whole.

The opening six entries, to show the layout:
smiles | L3MBTL1 block
Cc1ccc(NC(=O)c2cccc(NC3=NC4CS(=O)(=O)CC4S3)c2)cc1 (centres undefined) | 1%
O=C(OCCN1CCOCC1)c1ccc(O)cc1 | -5%[2.29 µM]
NC1=NC(=O)/C(=C/c2ccccc2OCC(=O)Nc2ccc(F)cc2)S1 | 1%
O=C(COc1ccccc1)Nc1cc2c3c(c1)CC(=O)N3CCC2 | 0%
O=C(Nc1ccc(Cl)cc1)c1nc[nH]c1C(=O)NCCCNC(=O)c1[nH]cnc1C(=O)Nc1ccc(Cl)cc1 | 9%
Cc1ccc(NS(=O)(=O)c2ccc3oc(=O)ccc3c2)cc1Cl | 7%

This part in full, previewed entries included:
smiles | L3MBTL1 block
Cc1ccc(NC(=O)c2cccc(NC3=NC4CS(=O)(=O)CC4S3)c2)cc1 (centres undefined) | 1%
O=C(OCCN1CCOCC1)c1ccc(O)cc1 | -5%[2.29 µM]
NC1=NC(=O)/C(=C/c2ccccc2OCC(=O)Nc2ccc(F)cc2)S1 | 1%
O=C(COc1ccccc1)Nc1cc2c3c(c1)CC(=O)N3CCC2 | 0%
O=C(Nc1ccc(Cl)cc1)c1nc[nH]c1C(=O)NCCCNC(=O)c1[nH]cnc1C(=O)Nc1ccc(Cl)cc1 | 9%
Cc1ccc(NS(=O)(=O)c2ccc3oc(=O)ccc3c2)cc1Cl | 7%
CC(=O)c1ccc(OC(=O)Cc2cccc3ccccc23)cc1 | 10%
CCCCN(C(=O)c1cc(-c2ccncc2)nc2ccccc12)c1c(N)n(CC(C)C)c(=O)[nH]c1=O | 0%
CCN(C(=O)c1ccc2c(c1)OCO2)C1CCS(=O)(=O)C1 (centres undefined) | 8%
Nc1cccc(CP(=O)(c2ccccc2)c2ccccc2)c1 | -1%
CCN(CC(=O)Nc1ccc2c(c1)OCCO2)C(=O)c1cc(Cl)nc2ccccc12 | -1%
Cc1ccc(OCCC(=O)Nc2ccc(C)c(S(=O)(=O)N3CCOCC3)c2)cc1 | 9%
Cc1c(OCC(=O)N2C[C@H]3C[C@@H](C2)c2cccc(=O)n2C3)ccc2c3c(c(=O)oc12)CCC3 | -7%
CC(NC(=O)NC(=O)c1ccc(F)cc1)C1CC1 (centres undefined) | 1%
Cc1nnc(SCC(=O)Nc2cccc(N)c2)n1-c1ccccc1 | -2%
CCN(C(=O)COC(=O)CCC(=O)c1ccccc1)c1c(N)n(Cc2ccccc2)c(=O)[nH]c1=O | 4%
CN(C)C(=O)Cn1c(=O)n(S(=O)(=O)c2ccccc2)c2ccccc21 | 11%
O=C(c1ccccc1)N1CCN(CC(O)COc2ccc(Br)cc2)CC1 (centres undefined) | 0%
O=C(Cn1cnc2cc([N+](=O)[O-])ccc2c1=O)N1CCN(S(=O)(=O)c2ccccc2)CC1 | -7%
CCOc1ccccc1C(=O)NCC(=O)N1CCC(C)CC1 | 5%
COc1cccc(NC(=S)Nc2ccc(F)cc2)c1 | 0%
CN(Cc1ccccc1N1CCCC1)C(=O)c1cc2cc(Cl)ccc2o1 | -20%
Clc1ccc(CN2CCSCC2)c(Cl)c1 | 3%
O=S(=O)(c1ccc(SCc2ccc(Br)cc2)nc1)N1CCCCC1 | 7%
CC(C)OCCCn1c(SC(C)C(=O)NCC2CCCO2)nc2cc(Cl)ccc2c1=O (centres undefined) | 3%
CCOC(=O)N1CCN(C(=O)c2nn(C)c3c2CSc2ccccc2-3)CC1 | 4%
Cc1cc(C)cc(N(CCC#N)C(=O)COC(=O)CNC(=O)c2sc3ccccc3c2Cl)c1 | -6%
Cc1ccc(C(=O)NCC(=O)N2CCCCCCC2)cc1 | 1%
Nc1nnc(SCC(=O)Nc2nnc(-c3ccccc3)o2)s1 | -5%
O=C(COC(=O)c1cccc(S(=O)(=O)Nc2ccc(F)cc2)c1)NCCN1C(=O)CSC1=O | 7%
CN1CCN(c2ccc(NC(=O)c3cc(S(N)(=O)=O)ccc3N3CCOCC3)cc2)CC1 | 0%
CCN(Cc1ccccc1)C(=O)Cc1ccc(OC)c(S(=O)(=O)N2CCOCC2)c1 | -2%
COc1ccc([C@H]2CC(=O)C=C(/C=C/Cc3ccccc3)C2)cc1 | 1%
Cc1cc(C)c(C)c(S(=O)(=O)N2CCN(C(=O)CNC(=O)c3ccco3)CC2)c1C | -8%
CN(C(=O)CSc1nnnn1-c1ccc(Cl)cc1)C1CCS(=O)(=O)C1 (centres undefined) | 3%
CCOc1ccccc1CN1CCC(Oc2cccc(C(=O)NCCOC)c2)CC1 | 2%
CC1CCCCC12NC(=O)N(CC(=O)OCc1ccccc1F)C2=O (centres undefined) | 9%
O=C1NC(c2ccccc2O)Nc2ccccc21 (centres undefined) | -1%
CNc1snc(C)c1C(=O)OCC(=O)c1ccc(Cl)cc1 | 9%
O=C(NCCC(=O)N1CCN(c2ccc(F)cc2)CC1)c1ccco1 | -1%
COc1cc(CN2CCCCCC2)cc(OC)c1 | -2%
c1ccc(COCCCn2cc(-c3ccccc3)nn2)cc1 | -7%
COc1ccc(C(=O)Nc2nc(CC(=O)NCCc3cccc(OC)c3)cs2)cc1 | -4%
CCN(Cc1ccccc1)Cc1ccc(OCc2ccccc2)c(OC)c1 | 11%
CC(C)COc1ccc(C(=O)OCC(=O)N(C)CC(=O)Nc2ccc(F)cc2)cc1 | -5%
COc1ccc(CNC(=O)CCC(=O)N2CCN(S(=O)(=O)c3cc([N+](=O)[O-])ccc3C)CC2)cc1 | 4%
CC1CCN(C(=O)COC(=O)C2CCN(S(=O)(=O)c3ccc(Cl)c(C(F)(F)F)c3)CC2)CC1 | 7%
CC(C)[C@H](NC(=O)c1ccccc1)C(=O)OCC(=O)c1c(N)n(C)c(=O)n(C)c1=O | 2%
O=S(=O)(Nc1ccc(-c2ccc3nncn3n2)cc1)c1ccccc1Cl | 22%
COC(=O)[C@H](Cc1ccccc1)NC(=O)Cn1ccc(NC(=O)OCc2ccccc2)nc1=O | -8%
CC(=O)c1cccc(Oc2cc(NN3CCCCC3)c([N+](=O)[O-])cc2[N+](=O)[O-])c1 | -25%
CN(Cc1ccccc1)Cc1c(O)ccc2ccccc12 | 1%
CC(=O)Nc1ccc(S(=O)(=O)N[C@@H](C)C(=O)N2CCN(C/C=C/c3ccccc3)CC2)cc1 | 7%
Cc1ccc(S(=O)(=O)N2CCNC(=O)C2)c(C)c1 | -4%
CC(=O)c1cccc(S(=O)(=O)Nc2c(C)nn(C)c2C)c1 | 0%
COc1ccc(-c2nn(-c3ccccc3)cc2C(=O)NC2CC2)cc1 | 8%
O=C(Nc1ccc(F)cc1)c1cccc2ccccc12 | 12%
CC(C(=O)NCc1ccccc1Cl)n1cc([N+](=O)[O-])cn1 (centres undefined) | 1%
COCCN(C(=O)CSCc1ccc(C)cc1)c1c(N)n(CC(C)C)c(=O)[nH]c1=O | -1%
CCN(CC(=O)Nc1c(F)cccc1F)C(=O)CCN1C(=O)C2CC=CCC2C1=O (centres undefined) | 8%

Random excerpt: two records from the list
smiles | L3MBTL1 block
O=C(Nc1ccc(F)cc1)c1cccc2ccccc12 | 12%
CC(=O)c1cccc(S(=O)(=O)Nc2c(C)nn(C)c2C)c1 | 0%

Following part.
smiles | L3MBTL1 block
Cc1c(NC(=O)c2ccco2)c(=O)n(-c2ccccc2)n1C | 4%
CON(C)C(=O)C[C@@H]1C[C@H](OC(=O)c2ccc([N+](=O)[O-])cc2)CN1C(=O)OC(C)(C)C | 1%
COc1ccc(Cl)cc1N(CC(=O)NCCSCc1ccccc1)S(C)(=O)=O | 6%[2.29 µM]
Cc1ccc(S(=O)(=O)N(C)CC(=O)NCC(c2ccco2)N(C)C)cc1 (centres undefined) | -3%
Cc1ccc(S(=O)(=O)N2CCC[C@H]2C(=O)Nc2ccccc2C)cc1 | 3%
COc1cc(C(=O)NNC(=O)COc2ccccc2Cl)ccc1OCC(=O)N1CCOCC1 | -1%
CCN1C(=O)[C@H]2[C@@H](c3ccc(-c4ccc(C(C)=O)cc4)cc3)N3CCCC[C@@]3(C(=O)OC)[C@H]2C1=O | 0%
CC1CCCN(C(=O)COC(=O)CNC(=O)c2ccc(Br)cc2)C1 (centres undefined) | 5%
C=CCN(CC=C)C(=O)C1CCN(Cc2ccc(OCc3ccccc3)cc2)CC1 | -3%
Cc1cc(Br)ccc1SCC(=O)NCC(c1ccco1)N1CCCCC1 (centres undefined) | -9%
CNC1(C)[C@H]2CC[C@H](C2)C1(C)C (some centres undefined) | -8%
CCCOc1ccc(C2Nc3cccc4cccc(c34)N2)cc1 | -11%
Cc1ccc(C)c(C(=O)CSc2nc(C)cc(=O)[nH]2)c1 | -4%
CCOc1ccccc1OCC(=O)Nc1cc(C)on1 | -2%
CN1CCN(S(=O)(=O)c2ccc(Nc3cccc(Cl)c3)c([N+](=O)[O-])c2)CC1 | -22%
CCc1nnc(NS(=O)(=O)c2ccc(NC(=O)CCC(=O)OC)cc2)s1 | -3%
CC1=C(C(=O)Nc2ccc(C(=O)NC(C)c3ccccc3)cc2)SCCO1 (centres undefined) | 0%
O=C(c1cccc(S(=O)(=O)N2CCOCC2)c1)N1CCN(S(=O)(=O)c2cccc([N+](=O)[O-])c2)CC1 | 10%
COc1ccc(NC(=O)C(C)N=C2NS(=O)(=O)c3ccccc32)cc1S(N)(=O)=O (centres undefined) | 0%
Cc1ccc(N(C)C2=NC(=O)CS2)cc1Cl | -6%[2.29 µM]
O=C1[C@H]2[C@@H](c3ccc(F)cc3)N3C(=O)N(c4ccc(C(F)(F)F)cc4)C(=O)[C@@]3(Cc3ccccc3)[C@H]2C(=O)N1C1CCCCC1 | -1%
COc1ccc2c(Cl)c(C(=O)NCCc3ccc(S(N)(=O)=O)cc3)sc2c1 | 4%
Cc1cc(S(=O)(=O)NCc2cccnc2)ccc1F | 2%
CCN(CC)c1ccc(S(=O)(=O)N2CCOCC2)cc1NC(=O)CN1C(=O)NC2(CCC(C)CC2)C1=O (centres undefined) | -3%
Cc1ccccc1NC(=O)C1CCCN(S(=O)(=O)c2ccc3c(c2)C(C)(C)C(=O)N3C)C1 (centres undefined) | 4%
C[C@@H]1O[C@@H](OCCC(=O)O)[C@H](O)C[C@H]1O | 2%
O=S(=O)(NC1=NCCCCC1)c1ccc(Cl)cc1Cl | 3%
COc1cccc(NC(=O)CN(C)CC(=O)Nc2ccc3c(c2)OCO3)c1 | -5%
Cc1ccc(C(=O)NCc2ccco2)c(C)c1 | -1%
Cc1sc2ncnc(N3CCN(S(=O)(=O)c4ccccc4)CC3)c2c1C | 2%
Cc1ccc(CCNC(=O)CCS(=O)(=O)c2ccc3nc(C)sc3c2)cc1 | 2%
COc1ccc(SC[C@H](C)CN2CC[C@H](C(C)(C)C)CCC2=O)cc1 | -10%
CCc1nnc(NC(=O)Cc2ccc(S(=O)(=O)N3CCCCC3)cc2)s1 | 4%
CCCCn1c(N)c(N(CC(C)C)C(=O)c2ccc(-n3c(C)ccc3C)cc2)c(=O)[nH]c1=O | -5%
CN1CC[C@]23c4ccccc4N[C@H]1[C@]21CCN(C)[C@H]3Nc2ccccc21 | 2%
COc1ccc(C(=O)COC(=O)c2cc(S(=O)(=O)N3CCCCC3)ccc2N2CCOCC2)c(OC)c1 | -3%
COc1cc(C(=O)NNC(=O)c2cccc(Cl)c2)ccc1OCC(=O)N1CCOCC1 | 0%
O=C(Nc1ccc(S(=O)(=O)N2CCCCC2)cc1)C1CCN(C(=O)c2ccc(F)cc2)CC1 | 4%
Cc1c(OCC(=O)NCC2CCC(C(=O)O)CC2)ccc2c3c(c(=O)oc12)CCC3 (centres undefined) | -2%
O=C(CSc1nnc(Nc2ccccc2F)s1)NC(=O)CN1CCCC1=O | u
O=C1c2ccccc2N[C@@H]2C=CC[C@@H]2N1O | -6%
CCOC(=O)c1nc(C(=O)NCc2ccc(C)cc2)nc2ccccc12 | -6%
CC(C)(C)C(=O)COC(=O)c1cc(S(=O)(=O)N2CCCCC2)ccc1N1CCOCC1 | 1%
Cc1ccc(NS(=O)(=O)c2c(F)cc(F)c(Cl)c2F)cc1S(=O)(=O)N1CCOCC1 | 1%
Cc1cc(=O)oc2cc(NC(=O)C(C)Oc3ccc(F)cc3)ccc12 (centres undefined) | -1%
O=C(NCc1ccccc1)c1nnc(CS(=O)(=O)c2ccccc2)o1 | 1%
COc1ccc(CN(CCC(C)C)S(=O)(=O)c2ccccc2Br)cc1 | 53%[activator]
Cc1ccc(CN2CC(C(=O)NC3CCCC(C)C3C)CC2=O)cc1 (centres undefined) | 2%
Cc1cccc(C)c1NC(=O)CNC(=O)C1COc2ccccc2O1 (centres undefined) | 3%
Cc1ccc2c(c1)[C@H]1[C@H](CO2)[C@H](c2ccccc2)[C@]2(C)C(=O)Nc3ccccc3C(=O)N12 | -10%
CCC1Oc2ccc(C)cc2N(CC(=O)N2CCCC2)C1=O (centres undefined) | 24%
CC1CC(C)CN(C(=O)COC(=O)COc2ccccc2C#N)C1 (centres undefined) | 3%
CCc1noc(C)c1C(=O)NCCN1C(=O)S/C(=C\c2ccc(OC)cc2)C1=O | 1%
CCCN1CCN(C(=O)CCS(=O)(=O)c2cc3c(cc2Cl)NC(=O)CO3)CC1 | -13%
CCOc1ccc(CCNC(=O)COc2cccc(-n3cnnn3)c2)cc1OCC | 3%
COc1ccc(/C=C2\SC(=O)N(CCNC(=O)Cn3[nH]c(=O)c4ccccc4c3=O)C2=O)cc1 | 4%
